Anthrax LF prot = Bacillus anthracis LF protease inhibitors, primary screen, biochemical, multiplex microsphere, MLPCN library | AID 588501, 2011 | inhibition, % at 10 µM | Lethal factor (Bacillus anthracis), P15917 | multiplex microsphere protease cleavage assay | 360,000 tested, 0.12% active; note: plate controls were buffer without enzyme for full effect and enzyme alone for no effect
BioA inh = M. tuberculosis BioA enzyme inhibitors, primary screen, biochemical, plate reader, single point, HTS; purified M. tuberculosis BioA enzyme; inhibition, % at 9.99 µM; 360,000 tested, 0.096% active; in the data active = inhibition above about 40%; inconclusive = no clear call, values can overlap the other calls
BoNT F protease = BoNT/F light chain protease inhibitors, primary screen, biochemical, flow cytometry, MLPCN library; inhibition, % at 10 µM; 360,000 tested, 0.22% active; Botulinum neurotoxin type F light chain protease (Clostridium botulinum); Multiplex microsphere protease cleavage assay; AID 588497, 2011; in the data active = inhibition above about 35%, passing the limit was not always enough; inconclusive = no clear call, values can overlap the other calls; note: plate controls were buffer without enzyme for full effect and enzyme alone for no effect
BoNT-A LC inh2 = BoNT/A light chain protease inhibitors, primary screen, biochemical, flow cytometry, MLPCN library; Botulinum neurotoxin type A light chain protease (Clostridium botulinum A str. ATCC 3502); multiplex microsphere protease substrate cleavage; inhibition, % at 10 µM; 360,000 tested, 0.17% active; AID 588499, 2011; note: plate controls were buffer without enzyme for full effect and enzyme alone for no effect
FBA Mtb inh = Mtb FBA enzyme inhibitors, primary screen, biochemical, fluorescence, strain H37Rv; purified M. tuberculosis FBA, fluorescence read-out; 360,000 tested, 2.3% active; Fructose-bisphosphate aldolase (Mycobacterium tuberculosis (strain ATCC 25618 / H37Rv)), …; inhibition, % at 1 µM; AID 588726, 2011; in the data active = inhibition above about 27%;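 note: 0% = vehicle and 100% = reference inhibitor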
Target sequence (P9WQA3 whole entry, looked up): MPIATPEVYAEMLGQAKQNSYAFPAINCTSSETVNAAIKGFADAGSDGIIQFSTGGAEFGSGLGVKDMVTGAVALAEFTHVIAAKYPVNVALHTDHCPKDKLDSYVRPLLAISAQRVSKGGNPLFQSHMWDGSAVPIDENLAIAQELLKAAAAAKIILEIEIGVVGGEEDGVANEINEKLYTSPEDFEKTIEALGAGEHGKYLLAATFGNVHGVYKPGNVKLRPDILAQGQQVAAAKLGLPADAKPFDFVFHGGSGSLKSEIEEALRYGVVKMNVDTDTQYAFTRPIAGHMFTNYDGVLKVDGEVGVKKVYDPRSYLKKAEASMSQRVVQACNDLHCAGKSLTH
UGM FP inh = M. tuberculosis UGM enzyme inhibitors, primary screen, biochemical, fluorescence polarization, single point; UDP-galactopyranose mutase (Mycobacterium tuberculosis (strain ATCC 25618 / H37Rv)), …; purified UGM, fluorescence polarization probe displacement; inhibition, % at 10 µM; 320,000 tested, 0.06% active; AID 504406, 2011; in the data active = inhibition above about 10%, passing the limit was not always enough; inconclusive = no clear call, values can overlap the other calls
Target sequence (P9WIQ1 whole entry, looked up): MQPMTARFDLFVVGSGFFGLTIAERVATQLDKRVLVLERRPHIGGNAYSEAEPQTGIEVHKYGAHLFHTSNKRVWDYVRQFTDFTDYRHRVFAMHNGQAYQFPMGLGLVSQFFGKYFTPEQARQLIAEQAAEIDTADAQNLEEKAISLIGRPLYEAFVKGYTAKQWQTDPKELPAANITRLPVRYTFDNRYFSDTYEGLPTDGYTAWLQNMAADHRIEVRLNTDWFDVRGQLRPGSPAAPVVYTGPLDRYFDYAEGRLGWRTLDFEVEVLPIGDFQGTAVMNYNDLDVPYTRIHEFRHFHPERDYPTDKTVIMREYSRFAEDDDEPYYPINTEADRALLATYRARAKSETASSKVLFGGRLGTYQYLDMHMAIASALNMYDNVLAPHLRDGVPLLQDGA
PfHsp40 rescue = rescue of yeast from PfHsp40 toxicity, primary screen, S. cerevisiae, ATP luminescence. growth rescue, % at 12.5 µM. S. cerevisiae expressing PfHsp40, growth rescue. AID 504582, 2011. 340,000 tested, 0.68% active; in the data active = growth rescue above about 28%, passing the limit was not always enough; inconclusive = no clear call, values can overlap the other calls;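 note: yeast W303a lacking pdr1 and pdr3 grown in galactose medium; growth measured after three days at 30 °C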
FadD28 binding = inhibitors of FadD28 bisubstrate probe binding, primary screen, biochemical, fluorescence polarization, single point. AID 588549, 2011. inhibition, % at 12.5 µM. 360,000 tested, 0.22% active. Mycobacterium tuberculosis FadD28 fatty-acid-AMP ligase; in the data active = inhibition above about 8.5%, passing the limit was not always enough; inconclusive = no clear call, values can overlap the other calls
GDH-TPI counter = GDH-TPI coupling enzyme inhibitors, primary screen, artefact control for M. tuberculosis FBA inhibitor project, biochemical, absorbance, full deck. 360,000 tested, 1.2% active. GDH-TPI coupled enzyme counterscreen, NADH absorbance. inhibition, % at 4.8 µM; in the data active = inhibition above about 30%;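 note: 0% = DMSO wells and 100% = wells lacking the enzyme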
The depositor's hits bear a star; ? = inconclusive; . = no result given; & = joins results of further samples. Cut-off read from the data, not from the text of the source, unless noted: active = inhibition above about 30%; inconclusive = no clear call, values can overlap the other calls; inactive = below that.

SMILES | Anthrax LF prot | BioA inh | BoNT F protease | BoNT-A LC inh2 | FBA Mtb inh | UGM FP inh | PfHsp40 rescue | FadD28 binding | GDH-TPI counter
CN1CCN(Cc2nnc(-c3ccccc3)o2)CC1 | 1 | . | ? | -6.7 | 0 | 0.0 | 0.8 | -2.1 | 1
CCC(c1nnc(SCC(=O)Nc2cccc(S(N)(=O)=O)c2)n1Cc1ccccc1)N(C)C (stereo unspecified) | -5 | -0.6 | 4 | 0.7 | 4 | 0.5 | 0.2 | -1.4 | 10
CCOc1ccc(C2CC(c3cccc(OC)c3OC)n3nnnc3N2)cc1Cl (stereo unspecified) | 8 | . | 5 | -0.2 | 2 | -2.9 | 0.5 | -1.8 | -3
CCCn1c(N2CCN(CC(=O)c3c(C)n(C)c4ccccc34)CC2)nc2c1c(=O)[nH]c(=O)n2C | -2 | -0.4 | -5 | -0.4 | 0 | -1.0 | 1.0 | -0.2 | 13
CC1CCC(NC(=O)C(C)N2C(=O)C3CCCCC3C2=O)CC1 (stereo unspecified) | 2 | -0.5 | 4 | -0.3 | 0 | -0.7 | 0.1 | -3.2 | 1
O=[N+]([O-])c1ccccc1/C=C/CN1CCC(O)CC1 | -14 | -0.1 | 10 | 2.4 | 4 | -0.1 | 3.1 | -0.2 | 4
CC12CCC(C(=O)Nc3cccc4ccccc34)(C1Br)C2(C)C (stereo unspecified) | 3 | -2.2 | -14 | -0.5 | 2 | 6.2 | -0.5 | 0.0 | 6
CC(C)NC(=O)C(=O)NCCc1ccc(Cl)cc1 | 3 | -0.5 | 8 | 0.8 | -4 | 3.2 | -0.2 | -1.6 | 10
C=CCc1c(C)nc(SC)nc1Nc1ccccc1 | -3 | . | 8 | -0.3 | 3 | 2.1 | 0.6 | 0.0 | 9
Cc1ccc(S(=O)(=O)N2CCC(C(=O)N[C@@H](C)C(=O)NCCc3ccccc3)CC2)cc1 | -5 | -0.2 | 2 | 0.9 | 4 | -1.2 | 9.4 | 0.0 | 9
O=C(Cc1ccc(NC(=O)C2CCN(C(=O)c3ccccc3)CC2)cc1)Nc1cccc(C(=O)N2CCCC2)c1 | -2 | 1.2 | 1 | 0.1 | 0 | . | -0.9 | -2.0 | 2
COc1ccccc1C1CCN(C(=O)C2CCCCC2)CC1 | -3 | -0.1 | -4 | -1.2 | 0 | -2.3 | -0.2 | -2.5 | 5
Cc1ccc2cc(CCNC(=O)C(=O)c3c(C)[nH]c4ccccc34)c(=O)[nH]c2c1 | 0 | . | 3 | 0.5 | -2 | -1.2 | -0.5 | -6.6 | 11
CCOC(=O)c1c(/N=C/C2C(=O)CC(C)(C)CC2=O)sc2c1CCCC2 | -6 | . | -7 | -0.5 | 1 | 0.7 | 0.4 | -2.5 | -1
Cc1cc(C)cc(C(=O)NCC(=O)NCCc2c[nH]c3ccccc23)c1 | -6 | -1.8 | 2 | -0.5 | 2 | 0.1 | -0.6 | -0.6 | -6
CCOC(=O)C1=C(C)n2c(s/c(=C/c3cccc([N+](=O)[O-])c3)c2=O)=NC1c1ccc(O)c(OC)c1 (stereo unspecified) | -5 | -1.2 | 12 | 0.6 | -1 | 2.7 | 3.5 | 1.9 | 9
COc1ccnc(Oc2ccccc2)c1-c1ncn[nH]1 | -7 | . | -8 | -0.4 | 4 | 1.4 | -2.2 | -2.4 | 4
Cc1ccc(S(=O)(=O)N2CCCC(C(=O)N3CCN(c4ccccc4)CC3)C2)cc1 (stereo unspecified) | 2 | 0.6 | 1 | -1.9 | 3 | 0.5 | 74* | -1.6 | -4
O=C(CCn1cccn1)N1CCCC(Nc2ccc(F)c(F)c2)C1 (stereo unspecified) | 0 | 3.1 | -6 | 0.5 | 7 | . | . | -1.6 | 15
O=S(=O)(c1ccccc1)N1CCC(=NO)CC1 | -6 | . | 2 | -1.1 | -5 | -0.6 | . | -4.1 | 0
COc1cccc(/C=C/c2ccc3ccccc3n2)c1OC(C)=O | -2 | . | -6 | 0.4 | 15 | 2.5 | 3.1 | -0.8 | 23
Cc1cc(NS(=O)(=O)c2ccc(NC(=S)NC(=O)c3ccc(C(C)(C)C)cc3)cc2)no1 | 2 | . | 5 | 0.0 | 1 | 0.1 | 12 | -2.7 | 2
Cc1ccc(S(=O)(=O)N(CC2CO2)c2cccc([N+](=O)[O-])c2)cc1 (stereo unspecified) | 1 | -4.6 | 6 | 0.2 | 1 | 0.7 | -1.3 | . | 10
CC(C)CNC(=O)C1Nc2ccc(OC(F)(F)F)cc2C2C=CCC12 (stereo unspecified) | -3 | -2.6 | -5 | -0.2 | 0 | 0.2 | -1.0 | 0.0 | 1
COc1c(S(=O)(=O)N2CCN(C(=O)c3ccco3)CC2)ccc(Cl)c1Cl | 8 | 2.8 | -3 | 0.3 | 3 | -0.1 | -0.5 | -0.2 | 2
Cc1cccc(NC(=S)N(CCCN2CCCC2)Cc2cccn2Cc2ccc(Cl)cc2)c1 | -5 | -0.9 | -7 | -0.1 | -3 | -2.0 | 0.4 | -29 | 5
O=[N+]([O-])c1ccc(Cl)c(C[n+]2cccc3ccccc32)c1 | -12 | 1.8 | 49* | -7.2 | -2 | -1.0 | -0.5 | -3.0 | -5
Nc1nc(Nc2ccccc2)nc(NCc2ccco2)c1[N+](=O)[O-] | -4 | 3.8 | -15 | -1.1 | 1 | 1.5 | 1.9 | 0.3 | 30
COc1ccccc1CN1CCCC(C(=O)c2ccccc2SC)C1 (stereo unspecified) | 0 | . | -3 | -0.9 | 1 | -3.1 | 1.9 | -4.0 | 0
Oc1ccccc1N1CCN(Cc2ncc(-c3ccccc3)o2)CC1 | 2 | -3.0 | -2 | 1.8 | 2 | -0.5 | -0.7 | . | 4
Cc1nc(CC(=O)NNS(=O)(=O)c2cccc(Cl)c2Cl)cs1 | 1 | 0.1 | -2 | 0.4 | 3 | -0.8 | -2.0 | 0.0 | 10
O=C(Nc1ccc2c(c1)CCC2)c1cnc(Cl)c(Cl)c1 | -1 | . | -1 | -0.2 | -2 | 2.2 | 0.1 | -3.3 | -1
CCN(CC)CCNC(=O)/C(=C/c1cn(CC)c2ccccc12)NC(=O)c1cc(OC)c(OC)c(OC)c1 | 2 | . | -9 | -0.3 | 0 | -1.1 | 0.3 | -1.0 | 14
CCN(CC)c1ccc(/C=N/N2CCN(Cc3cccc4ccccc34)CC2)c(O)c1 | -8 | -2.1 | -8 | -4.3 | -2 | 0.2 | -0.4 | 0.3 | -2
O=C(NC(=S)Nc1ccc(CN2CCOCC2)cc1)c1ccccc1[N+](=O)[O-] | 0 | -0.8 | -1 | 0.2 | 0 | 1.2 | -1.0 | -2.8 | 1
CC[C@@]1(C(=O)OC)N[C@H](CN(C)C(=O)c2ccc(C)cc2)[C@@H]2C(=O)N(C)C(=O)[C@@H]21 | -6 | -1.0 | 4 | -0.1 | 3 | . | 0.7 | -2.0 | -1
O=C(C1CCCN(Cc2nc(-c3cccs3)no2)C1)N1CCOCC1 (stereo unspecified) | -3 | -2.0 | -2 | -2.1 | -3 | -0.1 | 0.6 | -1.0 | 9
O=C(Cc1cccs1)NCc1cccc(C(F)(F)F)c1 | -7 | . | ? | 2.2 | 3 | 0.3 | -2.0 | -1.0 | -2
O=C1C(Cc2ccccc2)Nc2ncnc(N3CCCCC3)c2N1Cc1ccc(Br)cc1 (stereo unspecified) | 5&-6 | -0.4&-2.0 | -8&-2 | 0.3&1.8 | 5&1 | -0.2 | -1.3 | -4.0&-2.3 | 15
O=C(COC(=O)CNC(=O)c1ccccc1F)Nc1ccc2c(c1)OCO2 | 0 | -0.1 | 7 | 0.9 | -2 | -2.5 | -1.6 | -3.3 | -4
CC(C)(C)Cc1c(-c2ccc(Cl)cc2)nc2ccc(Cl)cn12 | 0 | -6.5 | -3 | 0.1 | -4 | . | . | -5.1 | -2
CCS(=O)(=O)N1Cc2ccccc2CC1C(=O)Nc1ccc(OC)cc1OC (stereo unspecified) | -11 | -0.6 | 18 | -1.4 | 3 | -1.1 | 0.0 | -3.9 | -4
COc1cc2c(cc1OC)C(NC(=O)c1ccc(C)cc1)CC2=O (stereo unspecified) | -2 | -0.7 | 2 | 1.4 | 4 | 1.2 | 0.0 | -1.7 | -3
CCOc1ccc(N2C(=O)CC(N(CCc3ccc(OC)c(OC)c3)C(=O)/C=C/C(=O)O)C2=O)cc1 (stereo unspecified) | -4 | -2.4 | 4 | -0.6 | -4 | 1.4 | 0.6 | -1.1 | 19
CC(=O)Nc1ccc(Nc2cc(N(C)C)c3nonc3c2[N+](=O)[O-])cc1 | -6 | -0.3 | 2 | -4.1 | -4 | 2.0 | . | -1.4 | 9
COc1ccccc1CNC(=O)CCCNS(=O)(=O)c1cccc2nsnc12 | 1 | -0.4 | -10 | 0.1 | 2 | -2.6 | 3.8 | -0.4 | 6
Cc1nc2nc[nH]n2c(=O)c1C/C=C/c1ccccc1 | -9 | -1.1 | -3 | 0.6 | -4 | 1.8 | -0.8 | -3.4 | -1
CC(=O)c1cccc(OCC(=O)N(C)CC(=O)NCc2ccco2)c1 | 7 | -3.0 | -6 | -1.5 | 5 | 1.7 | 0.2 | 0.3 | 12
Cc1nc2ccccc2cc1C(=O)N/N=C/c1ccco1 | -4 | 0.2 | -8 | -0.3 | 1 | -0.7 | 1.7 | 0.6 | 6
Cc1nc2ccc(NC(=O)CCC3CCCC3)cc2s1 | -1 | 0.2 | -4 | -1.6 | -1 | 0.0 | 5.1 | 1.2 | 4

Reprinted at random: 3 compounds from above
SMILES | Anthrax LF prot | BioA inh | BoNT F protease | BoNT-A LC inh2 | FBA Mtb inh | UGM FP inh | PfHsp40 rescue | FadD28 binding | GDH-TPI counter
CCN(CC)CCNC(=O)/C(=C/c1cn(CC)c2ccccc12)NC(=O)c1cc(OC)c(OC)c(OC)c1 | 2 | . | -9 | -0.3 | 0 | -1.1 | 0.3 | -1.0 | 14
O=S(=O)(c1ccccc1)N1CCC(=NO)CC1 | -6 | . | 2 | -1.1 | -5 | -0.6 | . | -4.1 | 0
O=C(Nc1ccc2c(c1)CCC2)c1cnc(Cl)c(Cl)c1 | -1 | . | -1 | -0.2 | -2 | 2.2 | 0.1 | -3.3 | -1

The list goes on:
SMILES | Anthrax LF prot | BioA inh | BoNT F protease | BoNT-A LC inh2 | FBA Mtb inh | UGM FP inh | PfHsp40 rescue | FadD28 binding | GDH-TPI counter
Cc1ccc(C(=O)Nc2ccc(S(=O)(=O)NCc3ccco3)cc2)cc1 | 3 | -1.4 | 4 | 2.5 | -2 | 0.6 | 0.0 | -0.9 | 16
O=C(CCN1C(=O)COc2ccccc21)NCc1cccnc1 | 2 | 3.1 | 7 | 0.7 | -6 | -0.3 | -0.7 | -1.1 | -2
CCn1c(SCC(=O)Nc2ccc(N3CCOCC3)cc2)nnc1-c1ccncc1 | -2 | -2.5 | 2 | 0.7 | 1 | -0.2 | -0.8 | ? | -5
Cc1ccc(-n2nc(C(=O)O)nc2-c2ccccc2)cc1 | -1 | -2.0 | -190 | -13 | 4 | -4.2 | 2.3 | 0.1 | 10
Cc1cccc(-n2c(SCC(N)=O)nnc2-c2ccccn2)c1C | 0 | 0.4 | 4 | 0.7 | -2 | -1.3 | -1.2 | -3.8 | -5
O=C(NCCc1ccccc1Cl)C1CCC(=O)N(Cc2cccc(C(F)(F)F)c2)C1 (stereo unspecified) | -3 | 0.8 | 1 | 0.7 | 0 | 1.4 | -0.8 | -3.5 | -2

High-throughput results (PubChem)

An unsorted share of the library. About 4.7% of those tested had a hit in this group.
